# m-calpain inh = inhibitors of pig calpain II, primary screen, biochemical, fluorogenic peptide substrate, 1536-well; purified calpain II, 30 min; inhibition, % at 16 µM; actives 0.37% (n = 220,000);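 active means inhibition above about 50%, limit read from the data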
# Furin inhibitor = human furin inhibitors, primary screen, biochemical, fluorescence intensity. inhibition, % at 30 µM. purified furin, fluorogenic substrate cleavage. actives 0.061% (n = 220,000); in the data active means inhibition above about 25%; further: inactives centre near -15
# Target sequence (P09958 108-714 limits assumed): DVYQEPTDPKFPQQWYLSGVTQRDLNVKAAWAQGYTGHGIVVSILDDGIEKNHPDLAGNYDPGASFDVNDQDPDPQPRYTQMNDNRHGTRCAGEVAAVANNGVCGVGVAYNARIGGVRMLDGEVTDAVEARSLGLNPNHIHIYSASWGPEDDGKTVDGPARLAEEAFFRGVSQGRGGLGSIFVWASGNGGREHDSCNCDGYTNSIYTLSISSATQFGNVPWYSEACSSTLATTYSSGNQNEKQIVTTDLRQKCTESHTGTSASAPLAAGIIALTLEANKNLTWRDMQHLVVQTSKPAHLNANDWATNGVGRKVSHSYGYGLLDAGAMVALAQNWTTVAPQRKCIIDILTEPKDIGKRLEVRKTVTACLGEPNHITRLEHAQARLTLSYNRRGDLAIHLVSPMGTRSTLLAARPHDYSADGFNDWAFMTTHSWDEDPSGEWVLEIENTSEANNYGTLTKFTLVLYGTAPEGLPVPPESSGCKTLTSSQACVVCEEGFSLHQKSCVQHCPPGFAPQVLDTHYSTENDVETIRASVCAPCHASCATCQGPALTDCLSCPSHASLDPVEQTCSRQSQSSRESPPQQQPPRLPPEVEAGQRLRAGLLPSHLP
# PPC-1+TRAIL kill = compounds killing PPC-1 cancer cells with TRAIL present, primary screen, TRAIL potentiator project, ATPLite luminescence, uHTS. PPC-1 cells + TRAIL, ATPLite viability luminescence. cell killing (% activity), % at 4 µM. actives 0.41% (n = 220,000);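 active means cell killing above 50% in the first pass at 4 µM, then a duplicate retest at 5 µM averaging 50% or more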;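 further: plate controls were cells with TRAIL plus DMSO for no effect and medium-only wells lacking cells for full effect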
# thrombin 1536 = human alpha-thrombin inhibitors, primary screen, counter-screen for coagulation protease inhibitor project, biochemical, 1536-well, fluorogenic AMC substrate | actives 0.26% (n = 220,000) | inhibition, % at 5 µM | Boc-VPR-AMC fluorogenic substrate cleavage;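 active means inhibition at or above 40%; inactive means inhibition below 40%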;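 further: 0% = enzyme with no compound and 100% = wells without enzyme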
#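 Test system: human alpha-thrombin protein / Dosing: one concentration per compound, 5 µM, with 0.2% DMSO / Medium: pH 7.5 Tris-saline with Tween 20 / Benchmarks: no-compound enzyme wells and no-enzyme blanks / Read-out basis: percent inhibition of thrombin substrate cleavage / Timing: reaction at room temperature / Measured by: fluorescence, ex 355 nm, em 460 nm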
# TbHK1 inh = Trypanosoma brucei hexokinase 1 inhibitors, primary screen, biochemical, G6PDH-coupled NADH absorbance, MLSCN library | actives 0.11% (n = 220,000) | recombinant TbHK1, G6PDH-coupled NADH A340 | hexokinase 1 [Trypanosoma brucei] | inhibition, % at 10 µM | AID 1430, 2008;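 active means inhibition of 50% or more in the single-dose primary screen; inactive means inhibition below 50%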
# zfTRPN1 agonist = zebrafish TRPN1 channel agonists, primary screen, cell-based, HEK293, calcium fluorescence; transient receptor potential cation channel N1 (TRPN1/NompC), Danio rerio; HEK293 zebrafish TRPN1-YFP, Fluo-8 calcium fluorescence; 100% = response to 87 µM carbachol; activation, % at 3 µM; actives 0.18% (n = 220,000);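 active means activation above its plate's cutoff, the mean activation of test wells on that plate plus 3 SD, cut at about 19% in these data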;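 further: 0% = DMSO alone and 100% = 87 µM carbachol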
#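 Material: zebrafish TRPN1-YFP in HEK293 cells; Doses: single test compound dose, 3 µM nominal, 0.3% DMSO; Timing: dye loading 1 h at 37 °C, then 30 min room temperature; Technique: intracellular calcium fluorescence with Fluo-8; Benchmarks: high carbachol 87 µM, low DMSO alone.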
# EBV gp42 inh = Epstein-Barr virus gp42 inhibitors, primary screen, biochemical, uHTS, fluorescence polarization | Glycoprotein 42 (Epstein-Barr virus (strain AG876)), Q1HVG2 | Fluorescence polarization binding assay, mP read-out | inhibition, % (tested at 21.74 µM) | actives 0.42% (n = 220,000) | AID 1085, 2008; in the data active means inhibition above about 50%
# Target sequence (Q1HVG2 whole entry, looked up): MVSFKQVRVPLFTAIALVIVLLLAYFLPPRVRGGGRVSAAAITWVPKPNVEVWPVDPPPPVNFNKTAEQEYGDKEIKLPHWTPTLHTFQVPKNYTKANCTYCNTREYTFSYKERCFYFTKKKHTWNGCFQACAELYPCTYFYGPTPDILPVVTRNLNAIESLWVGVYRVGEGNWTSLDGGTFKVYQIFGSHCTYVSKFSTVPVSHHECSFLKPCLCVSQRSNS
# TRPML3 agonist = human TRPML3 channel agonists, primary screen, cell-based, HEK293 TRPML3-YFP, Fluo-8 calcium fluorescence, 3 µM; Mucolipin-3 (Homo sapiens), Q8TDD5; 100% = the carbachol control signal; activation, % at 3 µM; actives 0.29% (n = 220,000); AID 1448, 2008;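 active means activation above its plate's cutoff, the mean activation of the plate's test wells plus 3 SD, cut at about 12% in these data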;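 further: 0% = DMSO only wells and 100% = carbachol wells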
#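 system = HEK293 cells stably carrying human TRPML3-YFP | doses = one concentration, 3 µM nominal, 0.3% DMSO | timing = dye loading 1 h 37 °C then 30 min ambient, 125 s read | detection = Fluo-8 calcium dye fluorescence, ex 470-495, em 515-575 nm | benchmarks = high control carbachol 87 µM, low control DMSO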
# Cl transport mod = KCC2 cotransporter modulators, thallium flux, primary screen, cell-based, HEK293 KCC2, FluoZin-2 fluorescence, MLSMR | Solute carrier family 12 member 5 (Homo sapiens), Q9H2X9 | KCC2 cells, thallium flux FluoZin-2 fluorescence | B-score of Tl+ flux slope (higher = more flux/activation; lower = inhibition) at 10 µM | actives 2.2% (n = 190,000) | AID 1456, 2008;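 active means thallium flux slope and its plate-corrected score both differing from the plate sample mean at a set confidence after two filtering rounds, in either direction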;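 further: slope of fluorescence scaled to starting intensity during 10 to 20 s after thallium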
# * = called active by the depositor; . = no result given; [ ] = another dose, or the depositor's remark.
SMILES,m-calpain inh,Furin inhibitor,PPC-1+TRAIL kill,thrombin 1536,TbHK1 inh,zfTRPN1 agonist,EBV gp42 inh,TRPML3 agonist,Cl transport mod
COc1ccc(OC)c(C2=NOC(C(=O)Nc3c(C)n(C)n(-c4ccccc4)c3=O)C2)c1 (stereo not drawn),-29,-31,9,-8,-10,.,-14,.,-0.2
Cc1cc(C)c2cc(CN(Cc3ccc4c(c3)OCO4)Cc3nnnn3Cc3ccco3)c(=O)[nH]c2c1,-80,4[20 µM],4,-3,-7,1.5,-2,0.3,0.57
CN(C1CC(C)(C)NC(C)(C)C1)S(=O)(=O)CC12CCC(CC1=O)C2(C)C (stereo not drawn),-14,-28,-8,-4,-1,1.1,-5,0.9,0.23
O=c1[nH]c(-c2ccncc2)nc2ccccc12,-2,-20,7,-3,0,0.9,-19,0.9,.
CCOC(=O)/C(C#N)=C/C1=C(N2CCCC2)CC(C)(C)OC1,-25,-11[20 µM],3,-5,-4,-0.7,-15,0.5,0.041
COc1ccc(CSC2=NCCN2)cc1Cl,-26,-9[20 µM],6,4,-15,-0.3,-19,0.4,0.85
COc1ccc(C2/C(=C(/O)c3ccccc3)C(=O)C(=O)N2CC(C)O)c(OC)c1 (stereo not drawn),29,-15,-1,1,-37,0.7,-1,0.4,.
Cc1cccc(-c2nnc3sc(-c4ccccc4C)nn23)c1,21,6,7,-6,4,-0.4,0,-0.3,-2
CCC(=O)Nc1ccc(/C=C(\C(C)=O)C(=O)c2ccccc2)cc1,-15,-4,-5,-2,-54,0.0,-8,0.7,-0.73
C=CCN1CCN(C(c2ccc(Cl)cc2)c2nnnn2CCc2ccc(OC)c(OC)c2)CC1 (stereo not drawn),3,-26,13,-3,-12,1.1,-7,0.5,.
O=C(NCc1ccncc1)c1ccc(Cn2cc(C(F)(F)F)ccc2=O)cc1,10,-3[20 µM],-1,0,-10,-0.2,-1,0.2,-0.039
O=C(CNS(=O)(=O)c1cccc(Cl)c1)Nc1ccc(-c2nc3ccccc3s2)cc1,-156,-8,33,-7,-2,-0.2,-44,0.1,-0.18
CCOC(=O)c1c(NC(=O)COC(=O)c2ccncc2)sc(C)c1C,-32,-17,-2,-10,-10,-0.7,-4,-1.2,0.87
Cc1cc(C)nc(SCc2ccc(C(=O)N/N=C/c3ccccn3)cc2)n1,-4,1,26,-9,-5,1.5,-16,0.9,-1.1
O=C(O)CC1(CC(=O)Nc2ccc(Br)cc2)CCCCC1,-18,-18,11,-9,-3,1.2,-14,0.4,-0.18
CN1CCN(CC(=O)n2c3c(c4ccccc42)CCCC3)CC1,0,-17,18,4,-4,0.6,-8,0.6,1.3
C/C(=N\O)c1sc(-c2ccccc2)nc1C,26,-16,35,2,-12,-0.9,0,-0.6,-0.45
CCCNCc1cc(OC)c(OCc2ccccc2)cc1Br,20,-10,26,-8,6,0.0,6,0.9,-1
COCc1cc(C)nc(SCC(=O)NCc2ccco2)c1C#N,-18,-27,-5,-9,5,1.2,-29,0.7,0.11
O=C(NC1=NCCS1)c1ccc([N+](=O)[O-])cc1Cl,-7,-11,14,-13,-6,0.1,2,0.5,0.78
COc1ccc(C(=O)NCCc2ccc(S(N)(=O)=O)cc2)cc1OC,-31,-27,14,-21,3,1.6,5,-0.2,0.41
Cc1ccc(Nc2nc(N)nc(CSc3nccn3C)n2)c(C)c1,8,-16[20 µM],-1,3,3,1.1,-20,-0.1,.
CN(C)C(=O)C1OC(C)(C)OC1C(=O)N(C)C (stereo not drawn),-15,-8[20 µM],-8,0,0,-0.1,-16,0.4,-0.19
COc1ccc(C(=O)NCCCN2CCCC2=O)cc1,-20,-7[20 µM],0,2,0,1.1,-10,1.0,.
CCCN(CC(=O)Nc1ccccc1OC)C(=O)c1cc2ccccc2o1,-1,-17,-4,-10,-3,-0.1,-24,0.1,-0.71
SMILES,m-calpain inh,Furin inhibitor,PPC-1+TRAIL kill,thrombin 1536,TbHK1 inh,zfTRPN1 agonist,EBV gp42 inh,TRPML3 agonist,Cl transport mod
C=CCOc1ccccc1CNCc1cccnc1,20,-19,18,-2,2,1.3,-1,0.2,.
CCOC(=O)C1=C(SCC(=O)Nc2ccccc2)NC(=O)C(C#N)C12CCCCC2 (stereo not drawn),-15,-17,-3,-6,4,-0.9,7,0.5,0.39
O=[N+]([O-])c1cc([N+](=O)[O-])c2cccnc2c1Oc1ccccc1O,-6,-3,3,-9,-12,2.1,-20,0.1,-1.8
O=C(NCCN1CCOCC1)C1CCC(CNS(=O)(=O)c2ccccc2)CC1 (stereo not drawn),9,-30,26,6,1,-0.6,-17,-0.6,0.19
CCOCCCNc1ncc2c(n1)CC(c1ccc(C)cc1)CC2=O (stereo not drawn),-1,-7,-5,2,-9,0.1,-33,-0.6,.
CCn1c(Cc2ccccc2)nnc1SCC(=O)Nc1nccs1,-8,-15[20 µM],9,-2,2,-0.4,-25,1.0,.
COC(=O)c1sc(N2C(=O)c3oc4ccccc4c(=O)c3C2c2cccs2)nc1C (stereo not drawn),-5,-11[20 µM],12,-7,-13,0.8,-3,-0.6,0.4
Cc1cc(C)nc(N/N=C/c2cccc([N+](=O)[O-])c2)n1,8,6,2,-5,-27,0.7,-4,0.0,0.88
COc1ccc2cc(CCNC(=O)c3cccc([N+](=O)[O-])c3)c(=O)[nH]c2c1,-9,-11,32,10,-23,-0.6,3,0.2,0.11
O=C(NCC1CCCO1)c1csc2c1CCCC2 (stereo not drawn),21,-30,18,-1,1,0.9,-4,0.7,0.011
COCCN(CCOC)C(=O)COC(=O)c1ccc(Cl)c(S(=O)(=O)N(C)c2ccccc2)c1,2,-13,2,-2,-7,0.5,9,0.5,-0.26
COc1ccc(C2=NOC(Cn3c(Cc4ccc(Cl)cc4)nc4c3c(=O)n(C)c(=O)n4C)C2)cc1 (stereo not drawn),-169,-33,-5,-5,-4,0.2,2,0.8,-1.7
COc1cnc(-c2ccccn2)nc1Sc1ccc(F)cc1,-2,-14,4,-6,-6,-0.9,-5,0.2,-0.67
CCCCC(=O)NC(=S)Nc1c(C)cc(Br)cc1C,20,-16,4,-4,-3,0.1,-9,0.4,0.82
COc1ccc(-n2c(C)cc(C(=O)CSc3nn4c(=O)c(C(C)(C)C)nnc4s3)c2C)cc1,-2,-15,10,4,-9,0.1,-28,0.3,.
Nc1c(C(=O)N/N=C/c2ccc(Cl)cc2)cnn1-c1ccccc1,-35,-24,11,-5,-7,-0.2,-8,0.3,1
CC1CC(C)CN(C(=O)CSc2nnc(-c3ccc(Cl)s3)o2)C1 (stereo not drawn),9,-14,19,-8,4,-1.7,-2,-0.1,-2.7
NC(=O)CSc1nnc(-c2cccc(S(=O)(=O)N3CCCCC3)c2)o1,11,-19,10,-1,-7,-0.2,-10,0.4,0.0071
CC(=O)NC1=NC(=O)/C(=C/N2CCCCC2)S1,-30,-5[20 µM],23,1,-8,0.1,-23,0.8,0.15

# Record cards (already shown). Order of values: m-calpain inh, Furin inhibitor, PPC-1+TRAIL kill, thrombin 1536, TbHK1 inh, zfTRPN1 agonist, EBV gp42 inh, TRPML3 agonist, Cl transport mod
# Results for COc1ccc2cc(CCNC(=O)c3cccc([N+](=O)[O-])c3)c(=O)[nH]c2c1 : -9, -11, 32, 10, -23, -0.6, 3, 0.2, 0.11
# Results for O=C(NCCN1CCOCC1)C1CCC(CNS(=O)(=O)c2ccccc2)CC1 (stereo not drawn) : 9, -30, 26, 6, 1, -0.6, -17, -0.6, 0.19
# Results for C=CCOc1ccccc1CNCc1cccnc1 : 20, -19, 18, -2, 2, 1.3, -1, 0.2, .

# Arranged by number of heavy atoms (ascending): part of the list above.
SMILES,m-calpain inh,Furin inhibitor,PPC-1+TRAIL kill,thrombin 1536,TbHK1 inh,zfTRPN1 agonist,EBV gp42 inh,TRPML3 agonist,Cl transport mod
O=c1[nH]c(-c2ccncc2)nc2ccccc12,-2,-20,7,-3,0,0.9,-19,0.9,.
O=C(NCC1CCCO1)c1csc2c1CCCC2 (stereo not drawn),21,-30,18,-1,1,0.9,-4,0.7,0.011
COc1cnc(-c2ccccn2)nc1Sc1ccc(F)cc1,-2,-14,4,-6,-6,-0.9,-5,0.2,-0.67
Nc1c(C(=O)N/N=C/c2ccc(Cl)cc2)cnn1-c1ccccc1,-35,-24,11,-5,-7,-0.2,-8,0.3,1
COc1ccc(C(=O)NCCc2ccc(S(N)(=O)=O)cc2)cc1OC,-31,-27,14,-21,3,1.6,5,-0.2,0.41
O=C(NCCN1CCOCC1)C1CCC(CNS(=O)(=O)c2ccccc2)CC1 (stereo not drawn),9,-30,26,6,1,-0.6,-17,-0.6,0.19
O=C(CNS(=O)(=O)c1cccc(Cl)c1)Nc1ccc(-c2nc3ccccc3s2)cc1,-156,-8,33,-7,-2,-0.2,-44,0.1,-0.18

# Screening results: PubChem, several laboratories

# Hits appear at their usual frequency. About 3.6% of those tested had a hit in this group.
